PKM2 act = increases activity of human pyruvate kinase M2; Potency, µM (top dose mostly 57.5 µM), without a hit: at the top dose activation, hits mostly activators; 260,000 tested, 0.34% active; purified PKM2, Kinase-Glo ATP luminescence, activation; response scale: 0% is enzyme alone, no compound; P14618; further: potency means the concentration at half of the fitted maximal effect; on the % scale 0 is the no-effect control and ±100 the full control effect; nearly all actives have a fitted effect of over 55% in size
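hPK-M2, >95% pure; 0.1 mM ADP / 0.5 mM PEP final; imidazole pH7.2 buffer w/ 7 mM MgCl2, 50 mM KCl; 1 h RT; Kinase-Glo lum. Intermediate enzyme activity for dual inhibitor/activator qHTS.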
S-ASM inh = inhibitors of human secretory acid sphingomyelinase | 340,000 tested, 0.006% active | P17405 | placental ASM, HMU-PC fluorogenic substrate, 60 min | Potency, µM (doses to about 57.5 µM), inactives show at the highest dose activity change, negative = inhibition, usual class: inhibitors; further: potency means the concentration at half of the fitted maximal effect
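Steps: dispense placental human ASM, pin compound, wait 10 min at room temperature, add HMU-PC0 substrate at 9 uM final, incubate 60 min at 37 °C, add stop solution raising pH to 10, read fluorescence.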
Eya2 phos inh = Eya2 (human) phosphatase inhibition | O00167 | recombinant Eya2, OMFP fluorescence dephosphorylation (OMFP is methylfluorescein phosphate) | Potency, µM (series often up to 76.9 µM), for the others: at the highest dose activity, negative = inhibition, most hits filed as inhibitors | 330,000 tested, 0.006% active; further: potency means the concentration at half of the fitted maximal effect; on the % scale 0 is the no-effect control and ±100 the full control effect
Target sequence (O00167 whole entry, looked up): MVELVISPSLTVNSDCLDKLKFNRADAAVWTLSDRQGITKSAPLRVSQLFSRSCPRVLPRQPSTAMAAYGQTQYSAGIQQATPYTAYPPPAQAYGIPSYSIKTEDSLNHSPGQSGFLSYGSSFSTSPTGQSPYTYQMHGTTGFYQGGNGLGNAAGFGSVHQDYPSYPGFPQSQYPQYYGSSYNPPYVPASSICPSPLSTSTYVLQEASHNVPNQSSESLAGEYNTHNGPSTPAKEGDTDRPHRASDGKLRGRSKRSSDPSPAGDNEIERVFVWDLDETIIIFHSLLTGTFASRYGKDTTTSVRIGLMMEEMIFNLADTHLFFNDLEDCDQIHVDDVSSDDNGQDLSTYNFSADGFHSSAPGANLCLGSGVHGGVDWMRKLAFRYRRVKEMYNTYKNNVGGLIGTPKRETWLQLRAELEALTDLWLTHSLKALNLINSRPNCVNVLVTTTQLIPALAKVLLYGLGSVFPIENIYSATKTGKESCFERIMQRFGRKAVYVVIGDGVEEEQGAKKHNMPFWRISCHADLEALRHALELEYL
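Eya2 protein (added as 0.2 uM solution) was preincubated with compound for 10 min at ambient temperature in 50 mM HEPES pH 7.5, 50 mM NaCl, 5 uM MgCl2, 0.05% BSA, 1 mM DTT. OMFP (added at 50 uM) then reacted 10 min; fluorescence read at 485/525 nm.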
MBNL1-CUG inh = MBNL1-poly(CUG) RNA binding inhibition; AID 2675; TR-FRET MBNL1-His/biotin-(CUG)12 binding, 665/545 ratio; Q9NR56; 280,000 tested, 0.036% active; Potency, µM (top dose mostly 57.5 µM), for inactives: at the highest dose activity change, negative = inhibition, most hits filed as inhibitors; active means well fitted inhibition curve with a large enough effect in the signal ratio, with a control signal flat, not every such curve was filed as active; inconclusive means small, poorly fitted or top-dose-only effect, or effect the other way, or a change in a side signal; inactive means no such curve, though single readings can be large or run the other way; the % refers to the signal ratio; further: potency means the concentration at half of the fitted maximal effect; on the % scale 0 is the no-effect control and ±100 the full control effect
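TR-FRET readout: Ex 340 nm, 665/545 nm emission ratio, normalized to buffer-only (basal) and MBNL1-(CUG)12 controls. Complex of MBNL1-His with Biotin-(CUG)12, compounds 92 nM–58 uM, incubated 60 min at room temperature.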
Chronic BCR inh = chronic active BCR signaling inhibition | ABC-DLBCL IkBa-CBG/CBR reporter, luminescence ratio, 4 h | Potency, µM (titrated, usually from 46.1 µM), without a hit: at the highest dose ratio change, negative = lower green/red ratio, usual class: inhibitors | 340,000 tested, 0.05% active | AID 493014; active means well fitted inhibition curve with a large enough effect in the signal ratio, with a control signal flat, not every such curve was filed as active; inconclusive means small, poorly fitted or top-dose-only effect, or effect the other way, or a change in a side signal; the % refers to the signal ratio;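 further: potency means the concentration at half of the fitted maximal effect; plate controls were basal doxycycline-induced cells for no effect and cells given 10 µM MG132 for full effect; MG132 reads +100%, hits lower the ratio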
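Concentration-response series (up to 46 uM) were applied to TMD8 dual-reporter cells for 4 h at 37C with doxycycline. Green/red ratio, after filter-overlap correction, defined %Activity; red signal alone was normalised to basal cells and zero luminescence.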
Mito fusion yeast = inhibitors of mitochondrial division or activators of mitochondrial fusion; S. cerevisiae fusion-defective mutant growth rescue, CellTiterGlo 48 h; Potency, µM (top dose mostly 46.1 µM), for the others: top-dose growth rescue (activation), actives largely listed as activators; 320,000 tested, 0.23% active;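 further: potency means the concentration at half of the fitted maximal effect; % of control where 0% means no effect; nearly all actives have a fitted effect of over 45% in size; temperature-sensitive fusion mutants such as fzo1-1 at 37 °C on non-fermentable ethanol glycerol medium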
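Compounds are tested for their ability to restore growth of mitochondrial fusion-defective yeast strains at non-permissive 37C in YPEG medium over 48 hours. Viability is quantified by luciferase luminescence.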
GALK inhibitor = blocks human galactokinase activity; Potency, µM (top dose mostly 57.5 µM), for the others: at the highest dose activity change, negative = inhibition, actives largely listed as inhibitors; AID 1868; 270,000 tested, 0.007% active; Purified GALK, Kinase-Glo residual ATP luminescence; further: potency means the concentration at half of the fitted maximal effect; on the % scale 0 is the no-effect control and ±100 the full control effect
Target sequence (P51570 whole entry, looked up): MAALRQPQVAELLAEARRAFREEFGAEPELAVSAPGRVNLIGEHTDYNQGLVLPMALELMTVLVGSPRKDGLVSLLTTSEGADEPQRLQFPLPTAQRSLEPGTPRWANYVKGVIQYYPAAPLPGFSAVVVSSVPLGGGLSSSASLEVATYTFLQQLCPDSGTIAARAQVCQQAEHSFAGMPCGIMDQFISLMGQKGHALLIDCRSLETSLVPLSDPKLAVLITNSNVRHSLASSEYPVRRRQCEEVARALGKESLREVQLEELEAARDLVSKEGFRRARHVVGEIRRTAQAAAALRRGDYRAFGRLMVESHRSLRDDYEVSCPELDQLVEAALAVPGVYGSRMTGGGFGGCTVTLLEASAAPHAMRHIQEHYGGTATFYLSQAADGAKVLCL
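Quantitative HTS: GALK 5 nM, ATP 35 uM, galactose 100 uM, 1 h room temperature, then luciferase-based ATP detection.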
Menin-MLL TR inh = menin-MLL binding inhibition, Texas Red mutant peptide; Menin + Texas Red MLL mutant peptide, fluorescence polarization; Potency, µM (titrated, usually from 61.6 µM), for the others: top-dose FP activity change, negative = inhibition, usual class: inhibitors; 270,000 tested, 0.23% active; active means well fitted inhibition curve with a large enough effect in the polarisation, with a control signal flat, not every such curve was filed as active; inconclusive means small, poorly fitted or top-dose-only effect, or effect the other way, or a change in a side signal; inactive means no such curve, though single readings can be large or run the other way; the % refers to the polarisation; further: potency means the concentration at half of the fitted maximal effect; % of control where 0% means no effect; many of its hits are not listed in these tables
TSHR antagonist = human thyrotropin receptor antagonism | TSHR-expressing cells, TSH-stimulated cAMP HTRF, 2 h; hits give low values | activity change, negative = inhibition, % at 11.5 µM | 330,000 tested, 0.2% active | AID 504810;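 active means activity change below a set negative limit, meaning inhibition stronger than a set level, cut at about -70% in these data; inconclusive means activity change between two set negative limits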; further: on the % scale 0 is the no-effect control and ±100 the full control effect
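TSHR-expressing cells were treated with compounds, then stimulated with TSH at EC80 (4nM final) for 2 hours at 37 deg C. Cellular cAMP was measured by HTRF competition between lysate cAMP and cAMP-d2 for a cryptate-labelled anti-cAMP antibody.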
USP2a inh = inhibitors of human ubiquitin-specific protease USP2a; O75604; USP2 core, Ub-CHOP2 coupled fluorogenic reporter, 485/531; Potency, µM (series often up to 38.3 µM), inactives show at the top dose activity change, negative = inhibition, usual class: inhibitors; 330,000 tested, 0.01% active; AID 463254;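 further: potency means the concentration at half of the fitted maximal effect; plate controls were DMSO wells for no effect and full inhibition by NEM control for full effect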
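Deubiquitinase activity read as fluorescence (485/531 nm) after Ub-CHOP2 cleavage activates the enterokinase reporter on its substrate; USP2 core 10nM, Ub-CHOP2 and substrate 25nM each, 30min compound preincubation then 60min RT; data normalized to NEM, curves fitted.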
hERG WT inh = KCNH2 (human, wildtype) channel inhibition; Q12809; U2OS, BacMam KCNH2, thallium flux FluxOr; hits give low values; activity change, % at 1.84 µM; 340,000 tested, 0.37% active; AID 720551;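 active means maximum activity change below -70%; inconclusive means maximum activity change between -70% and -50%; inactive means maximum activity change above -50%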; further: on the % scale 0 is the no-effect control and ±100 the full control effect
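U2OS cells were transduced with wild-type KCNH2 virus (2.03 x 10^8 / mL) for 4 h at room temperature, then cultured overnight at 37 C. Thallium flux was read with FluxOr dye. Rate constants were normalized to DMSO controls.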
* marks the source's active call; other numbers are inactive results; ? = inconclusive; . = not tested or not shown; [ ] = dose if it differs, or a comment. Unless noted, the call rests on the fitted dose curve; in most records, active means well fitted curve in the direction sought with a large enough effect; inconclusive means small, poorly fitted or top-dose-only effect, or another doubt; inactive means no such curve, though single readings can be large; an effect the other way counts as inactive or inconclusive.

smiles,PKM2 act,S-ASM inh,Eya2 phos inh,MBNL1-CUG inh,Chronic BCR inh,Mito fusion yeast,GALK inhibitor,Menin-MLL TR inh,TSHR antagonist,USP2a inh,hERG WT inh
COCc1c(C(=O)OCC(=O)c2ccc[nH]2)oc2ccccc12,.,0%,-2%,.,-15%,.,.,.,0,4%,5
CCOc1ccc(NC(=O)Nc2cc(C)ccc2OC)cc1,-18%,-2%,0%,7%,?,1%,-2%,?,5,3%,4
Cc1cc(C(=O)CSc2ccc(F)cc2)cc(C)c1OC(=S)N(C)C,-2%,-5%,-21%,15%,?,1%,-2%,2%,-24,0%,-12
O=C(NCc1cccnc1)c1ccc(S(=O)(=O)N2CCCCCC2)cc1,2%,0%,3%,-2%,-11%,7%,0%,-1%,0,0%,-9
O=C1NC(=O)/C(=C/c2ccccc2OCc2ccccc2)S1,1%,-1%,23%,-3%,?,5%,0%,?,-31,6%,-3
Cc1c(Br)cc(C(=O)N2CCN(CCO)CC2)c(C)c1C,-4%,2%,-18%,-11%,3%,2%,-1%,-8%,.,0%,3
Cc1ccsc1C(=O)OCC(=O)c1ccc[nH]1,.,0%,11%,.,?,1%,.,.,12,3%,-29
CCCc1cc(=O)[nH]c(SCC(=O)N2c3ccccc3NC(=O)C2(C)C)n1,.,-1%,-3%,.,2%,.,.,.,-2,2%,22
COc1ccc(N(CC(=O)N/N=C/c2cccc3c2OCCO3)S(=O)(=O)c2ccc(NC(C)=O)cc2)cc1,-9%,-14%,-14%,-5%,1%,3%,2%,-1%,-3,0%,-37
CCOC(=O)C1=C(CNCCOc2ccc(OC)cc2)NC(=O)NC1c1ccc2c(c1)OCO2 (configuration not stated),4%,-1%,-14%,.,-11%,0%,0%,-12%,6,1%,0
N#CCSc1nc2ccccc2c(=O)n1CCC(=O)NC1CCCCC1,-1%,0%,10%,2%,5%,2%,-1%,-2%,3,4%,3
C=C(C)C(C)(C#CCN1CCCC1)OC(C)=O (configuration not stated),0%,12%,-4%,-1%,?,0%,0%,-6%,8,1%,1
CCc1nnc(NC(=O)c2ccc(NC(=O)C(C)C)cc2)s1,0%,-1%,4%,-5%,6%,-5%,0%,-16%,-10,1%,-4
S=C1NCN(CCc2ccccc2)CN1Cc1ccccc1,-2%,0%,19%,.,0%,6%,-1%,.,-21,2%,2
CCCCC1=CC2=C(c3ccco3)C(=O)C(C)(OC(=O)c3ccc(OC)cc3)C(=O)C2=CN1C(CO)CO (configuration not stated),28%[11.5 µM],-1%,8%,19%,-4%,?,0%,-17%[11.7 µM],-7,0%,.
CC(O)Cc1cn(CC(=O)N2CCNCC2)nn1 (configuration not stated),0%,12%,-5%,5%,2%,6%,-2%,.,0,2%,2
CC(C)c1ccc(C(=O)OCC(=O)c2c(N)n(C)c(=O)n(C)c2=O)cc1,.,-22%,-6%,.,2%,.,.,.,22,0%,5
CCCC1=Nc2cc(C(=O)NCCCOCC)ccc2Sc2ccccc21,2%,-7%,-16%,2%,?,2%,2%,-23%,0,0%,-14
CCOC(=O)CSc1c(-c2ccccc2)c2cc(Cl)ccc2[nH]c1=O,-5%,-7%,-2%,403%[activator],-3%,1%,-3%,0%,20,-1%,-8
CS/C(=N\S(=O)(=O)c1cccs1)Nc1ccc(Cl)cc1,6%,-3%,-9%,-8%,3%,19%,1%,2%,-3,-2%,0

Structural class: the entries above containing an NH in an aromatic ring (four)
smiles,PKM2 act,S-ASM inh,Eya2 phos inh,MBNL1-CUG inh,Chronic BCR inh,Mito fusion yeast,GALK inhibitor,Menin-MLL TR inh,TSHR antagonist,USP2a inh,hERG WT inh
COCc1c(C(=O)OCC(=O)c2ccc[nH]2)oc2ccccc12,.,0%,-2%,.,-15%,.,.,.,0,4%,5
Cc1ccsc1C(=O)OCC(=O)c1ccc[nH]1,.,0%,11%,.,?,1%,.,.,12,3%,-29
CCCc1cc(=O)[nH]c(SCC(=O)N2c3ccccc3NC(=O)C2(C)C)n1,.,-1%,-3%,.,2%,.,.,.,-2,2%,22
CCOC(=O)CSc1c(-c2ccccc2)c2cc(Cl)ccc2[nH]c1=O,-5%,-7%,-2%,403%[activator],-3%,1%,-3%,0%,20,-1%,-8

The listing continues.
smiles,PKM2 act,S-ASM inh,Eya2 phos inh,MBNL1-CUG inh,Chronic BCR inh,Mito fusion yeast,GALK inhibitor,Menin-MLL TR inh,TSHR antagonist,USP2a inh,hERG WT inh
O=C(COc1ccc(Cl)cc1)NCc1nnc(SCC(=O)NCCc2ccccc2)o1,0%,0%,-1%,-6%,0%,-2%,-1%,27%,-6,2%,-2
Cc1ccc(S(=O)(=O)NCCOc2nc(N(C)C)nc(N(C)C)n2)cc1,0%,1%,10%,.,-9%,5%,1%,.,3,-5%,-13
Cc1cc(C(=O)N2CCN(c3ccc([N+](=O)[O-])cc3)CC2)c(C)o1,-1%,-8%,-4%,?,1%,2%,7%,-19%,-10,1%,21
CC(C)OC(=O)c1cc(NC(=O)c2nn(C)cc2Br)cc(C(=O)OC(C)C)c1,4%,-12%,-3%,15%,-5%,-7%,2%,28%,8,4%,-1
NCCCC[C@H]1CNC(=O)C(=O)N1CCc1cccc(F)c1,-16%,2%,-4%,-6%,-1%,-2%,3%,.,12,4%,-3
Cc1ccc(C2=NCCn3c2c2ccccc2[n+]3[O-])cc1,.,-9%,23%,.,4%,10%,.,.,-4,0%,.
COc1cc(-c2nnc(SCC(=O)Nc3ccc(C(=O)O)cc3)o2)cc(OC)c1OC,.,1%,-7%,.,4%,.,.,.,-2,4%,-6
CN(CC(=O)Nc1ccccc1Cl)C(=O)CN1C(=O)NC(c2ccccc2)(c2ccccc2)C1=O,.,1%,1%,.,0%,-1%,.,.,-3,-5%,-15
Cn1cc(CNC(=O)c2cc(COc3ccc4c(c3)CCCC4)on2)cn1,1%,-8%,-10%,2%,?,0%,2%,1%,-10,-1%,-7
COc1ccccc1C(=O)NNC(=O)c1ccccc1[N+](=O)[O-],5%,0%,5%,.,?,-2%,0%,-5%,6,6%,-13
CCOc1cc(/C=C2\CN(C)C/C(=C\c3ccc(O)c(OCC)c3)C2=O)ccc1O,.,-22%,4%,-4%,?,-38%[inhibitor],-8%,?,-19,2%,13
Nc1c(-c2ccc(Cl)cc2)cnn1-c1cc(C(F)(F)F)cc(C(F)(F)F)c1,-5%,-1%,11%,-5%,3%,-4%,.,.,-9,-2%,4
COc1cc(-c2nnc(SCC(=O)c3cc(C)n(CC4CCCO4)c3C)o2)cc(OC)c1OC (configuration not stated),-20%,2%,-25%,-3%,10%,4%,4%,-27%,7,-16%,-6
Cc1nn(C(=O)C2CC2)c(C)c1Sc1ccc(Cl)cc1,-4%,-2%,-3%,-9%,-9%,2%,0%,1%,6,3%,1
COCCN(C(=S)Nc1c(C)cc(C)cc1C)C(C)c1cccs1 (configuration not stated),1%,-2%,2%,-3%,-1%,25%,0%,9%,22,0%,9
CCOC(=O)COc1ccc2nsnc2c1,1%,3%,20%,?,-1%,-5%,9%,1%,-6,2%,3
COc1cc(OC)cc(C(=O)OCCNC(=O)Cn2cnc3c2c(=O)n(C)c(=O)n3C)c1,-1%,.,-3%,-2%,1%,3%,2%,13%,-6,-1%,.
COc1ccc2c(c1OC)C(=O)c1ccccc1C2=O,1%,.,20%,?,25%,-3%,0%,9%,-14,4%,.

Screening data deposited in PubChem BioAssay by National Center for Advancing Translational Sciences (NCATS).

A portion of the library; count on the stated rates, not on these rows.
